TNAP act hiacc = activators of human TNAP at high phosphate acceptor concentration. activation factor at 20 µM. 200,000 tested, under 10 active. AID 1136. purified TNAP, CDP-star luminescence, 1 M DEA, 30 min; active compounds read high; 0 = EDTA background, 1 = DMSO-only activity. P05186;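 active = activation factor at least 2 at 20 µM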
Target sequence (P05186 whole entry, looked up): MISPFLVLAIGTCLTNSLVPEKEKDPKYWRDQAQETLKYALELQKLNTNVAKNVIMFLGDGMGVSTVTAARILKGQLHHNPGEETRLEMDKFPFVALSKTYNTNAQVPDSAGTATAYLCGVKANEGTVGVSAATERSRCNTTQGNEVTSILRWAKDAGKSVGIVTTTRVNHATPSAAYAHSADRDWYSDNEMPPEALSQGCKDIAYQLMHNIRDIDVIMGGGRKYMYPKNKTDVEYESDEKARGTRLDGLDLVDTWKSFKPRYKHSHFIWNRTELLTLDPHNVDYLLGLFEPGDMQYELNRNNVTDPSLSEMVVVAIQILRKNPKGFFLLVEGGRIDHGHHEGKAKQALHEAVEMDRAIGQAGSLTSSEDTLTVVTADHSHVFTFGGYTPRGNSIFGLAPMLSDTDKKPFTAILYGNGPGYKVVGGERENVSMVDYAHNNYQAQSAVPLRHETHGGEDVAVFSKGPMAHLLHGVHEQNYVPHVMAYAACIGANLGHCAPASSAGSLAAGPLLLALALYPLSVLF
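Test system – human TNAP · Doses – 20 µM single point · Incubation – 30 min, room temperature · Signal – luminescent substrate turnover signal · Read-out basis – activation factor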
TNAP inh hiacc = blocks human TNAP under high phosphate acceptor concentration; P05186; purified TNAP, CDP-star luminescence, 1 M DEA; inhibition, % at 20 µM; 200,000 tested, 0.03% active; AID 1135;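 active = over 50% inhibition of tissue-nonspecific alkaline phosphatase at 20 µM in the single-dose screen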;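 also: plate controls were DMSO wells for no effect and EDTA-quenched wells as full inhibition for full effect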
TNAP inh no acc = blocks human TNAP activity with no phosphate acceptor present | P05186 | purified TNAP, CDP-star luminescence, 30 min | inhibition, % at 20 µM | 200,000 tested, 0.26% active;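 active = tissue-nonspecific alkaline phosphatase inhibition above about 50% at 20 µM in the single-dose screen, limit read from the data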;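 also: 0% = DMSO negative control and 100% = EDTA positive control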
bIAP act = intestinal alkaline phosphatase (bovine) activation. 200,000 tested, 0.17% active. activation factor at 20 µM. purified bovine IAP, CDP-star luminescence, 30 min; active compounds read high; fold of DMSO-control signal, blank-subtracted;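 active = activation factor of 2 or more at 20 µM, a signal rise over negative controls twice the positive control's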
HMGR II inh = E. faecalis class II HMG-CoA reductase inhibition | purified E. faecalis HMGR, NADPH absorbance 340 nm kinetic | inhibition, % at 10 µM | 190,000 tested, 0.41% active | AID 1066;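 active = inhibition above a set limit, the median over all tested compounds plus 3 SD, cut at about 9.5% in these data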;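 also: enzyme runs in reverse so mevalonate oxidation gives rising NADPH absorbance; 0% = complete reaction with DMSO and 100% = background rate lacking mevalonate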
bIAP inhibitor = blocks bovine intestinal alkaline phosphatase activity | AID 1019 | 190,000 tested, under 10 active | purified bovine IAP, CDP-star luminescence, 30 min | inhibition, % at 20 µM;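 active = over 50% inhibition of intestinal alkaline phosphatase at 20 µM in the single-dose screen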
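Assay system – bovine IAP enzyme · Quantity – bovine IAP at 1/65,000,000 final dilution · Detection – CDP-star luminescence signal · Times – 30 min reaction at room temperature · Also added – CDP-star substrate at 30 µM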
PPARg SRC2 recr = agonists of SRC-2 recruitment by human PPARgamma; P37231; activation, % at 8 µM; 200,000 tested, 0.34% active; PPARgamma LBD-SRC-2 recruitment, biochemical; in the data active = activation above about 22%;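 also: 0% = vehicle and 100% = reference agonist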
Target sequence (P37231 whole entry, looked up, the tested form may be a part): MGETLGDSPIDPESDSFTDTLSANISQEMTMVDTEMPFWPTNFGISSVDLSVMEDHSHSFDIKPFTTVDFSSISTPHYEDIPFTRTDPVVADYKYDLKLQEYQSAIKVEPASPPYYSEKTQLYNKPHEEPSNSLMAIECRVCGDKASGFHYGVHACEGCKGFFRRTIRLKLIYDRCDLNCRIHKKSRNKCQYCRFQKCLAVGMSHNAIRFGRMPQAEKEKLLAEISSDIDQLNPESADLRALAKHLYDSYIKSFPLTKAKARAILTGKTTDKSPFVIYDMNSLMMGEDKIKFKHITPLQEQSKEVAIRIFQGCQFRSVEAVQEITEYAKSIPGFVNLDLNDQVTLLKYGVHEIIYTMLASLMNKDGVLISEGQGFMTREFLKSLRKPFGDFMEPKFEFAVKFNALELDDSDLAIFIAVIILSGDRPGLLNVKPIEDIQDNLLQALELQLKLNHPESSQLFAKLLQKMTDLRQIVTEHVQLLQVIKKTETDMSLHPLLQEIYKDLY
PPARg SRC1 recr = agonists of human PPARgamma SRC-1 coactivator recruitment; PPARgamma-SRC-1 coactivator recruitment biochemical assay; activation, % at 8 µM; 200,000 tested, 0.41% active; AID 631; in the data active = activation above about 19%;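 also: 0% = DMSO and 100% = reference agonist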
PPARg SRC-3 ag = promotes SRC-3 coactivator recruitment by human PPARgamma | P37231 | biochemical PPARgamma/SRC-3 coactivator recruitment assay | activation, % at 8 µM | 200,000 tested, 0.26% active | AID 731; in the data active = activation above about 23%;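 also: 0% = DMSO and 100% = reference agonist; some compounds past the cut are filed as inactive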
TR-FRET SRC-2 ct = TR-FRET artefact, counter-screen to PPARgamma/SRC-2 agonist assay; active compounds read high; TR-FRET ratio at 8 µM; 200,000 tested, 0.4% active; in the data active = TR-FRET ratio above about 2000; also: inactives centre near 1500; reference of the scale not given here
Numbers without * were called inactive; . = not tested or not shown.

Results follow in this order: TNAP act hiacc	TNAP inh hiacc	TNAP inh no acc	bIAP act	HMGR II inh	bIAP inhibitor	PPARg SRC2 recr	PPARg SRC1 recr	PPARg SRC-3 ag	TR-FRET SRC-2 ct
- CC(C)CC(NC(=O)C(Cc1ccc(OCc2ccccc2)cc1)NC(=O)OC(C)(C)C)C(N)=O (centres undefined)
  1	-3	-21	1.3	4	-28	16	2	2	1586
- O=C1c2ccccc2NC(c2cn[nH]c2-c2ccccc2)N1O (centres undefined)
  1	-4	-15	0.8	0	18	-4	-2	-3	1418
- Cn1c(=O)cc(N)n(Cc2ccccc2)c1=O
  1	2	-6	0.9	-7	7	-2	6	9	1405
- COCCNC(=O)c1ccc(NS(C)(=O)=O)cc1
  1	-4	-9	0.9	-5	6	-1	-4	-2	1470
- O=C(NCc1cn2ccccc2n1)c1ccco1
  1.1	-5	3	1.1	-7	-6	-7	11	-5	1474
- COc1ccc([C@H]2[C@H](C(=O)C(C)(C)C)N3N=Cc4ccccc4C3[C@]23N=C(c2ccccc2)OC3=O)cc1 (some centres undefined)
  1	-3	-8	1	3	-1	4	7	-6	1527
- CCOC(=O)C1CC(c2ccc(Cl)cc2)=NNC1=O (centres undefined)
  1	0	0	1	-2	1	0	3	-5	1473
- CCOC(=O)N1CCC(NC(=O)CCc2c(C)nc3nc(C)nn3c2C)CC1
  1	-3	-9	1	-5	3	1	0	-4	1497
- O=C1COc2ccc(C(=O)COC(=O)Cn3cnc4ccccc43)cc2N1
  1.1	-6	1	0.9	-1	7	-7	-8	-7	1530
- CCCCNC(=O)CC1NCCNC1=O (centres undefined)
  1	-3	-15	1.1	0	-12	-8	-6	0	1383
- O=C(O)c1cc(-c2ccc(N3CCOCC3)cc2)nn1-c1ccc(F)cc1
  1	-2	-5	0.8	-4	19	-4	-1	1	1452
- Cc1ccc(C)c(OCc2ccc(C(=O)N3N=C(C(F)F)CC3(O)C(F)F)o2)c1 (centres undefined)
  1	1	-8	1	4	4	0	-2	3	1468
- COc1cc(C(=O)NCc2ccc(-c3nc4ccccc4o3)cc2)cc(OC)c1OC
  1	0	-6	1	2	-1	10	7	3	1644
- Cc1ncsc1CCOC(=O)C1C2CC3CC(C2)CC1C3 (centres undefined)
  1	-2	-8	0.9	0	13	-1	-2	-1	1615
- O=C(NCC(=O)N(CC1CCCO1)C1(C(=O)NC2CCCCC2)CCCCC1)c1ccccc1 (centres undefined)
  1.1	-7	-17	1.1	-2	-6	10	3	0	1266
- CCN(CC)C(=O)Cn1cc(SCC(=O)NCc2ccco2)c2ccccc21
  1	-3	-9	1.1	6	-11	5	0	-5	1602
- COc1cc(CNn2cn[nH]c2=S)cc(Br)c1OCc1ccccc1F
  1	3	-32	0.9	-1	8	2	4	-3	1415
- CN(C)S(=O)(=O)c1cc(NC(=O)COC(=O)C2COc3ccccc3O2)ccc1Cl (centres undefined)
  1.1	-7	-20	0.9	0	6	-2	4	1	1474
- Nc1nnc(SCC(=O)Nc2cc(S(=O)(=O)N3CCOCC3)ccc2Cl)s1
  1	-4	-9	1	-6	3	7	6	-2	1678
- CCOCCCNC(=O)c1cccs1
  1	0	-2	0.9	-4	13	-4	-6	4	1554
- CC(C)COc1ccc(C(=O)NC(CC(C)C)C(=O)O)cc1 (centres undefined)
  1	-1	-4	1	0	-3	0	10	-3	1668
- Cc1ccc(N2C(=O)Nc3ccccc3C2(O)C(=O)N2CCN(c3ccccn3)CC2)cc1C (centres undefined)
  1	-4	-6	1.1	-5	-5	3	5	6	1443
- c1ccc(N2CCCCC2)c(NC2=NCCC2)c1
  1.1	-8	-12	0.9	-1	13	-1	-2	-4	1500
- CC1(C)NC(=O)N(CC(O)CN2CCCCC2)C1=O (centres undefined)
  1	-3	-2	1	-2	4	1	1	5	1686
- CCCCOC(=O)Nc1nnc(CC)s1
  1	1	2	0.9	-2	9	-3	2	3	1350
- CC(Nc1nc(N2CCN(S(C)(=O)=O)CC2)nc2ccccc12)c1ccccc1 (centres undefined)
  1	-4	-13	1	-4	3	-8	-2	-12	1578
- CC(/C=C1\N=C(SCc2ccccc2Cl)SC1=O)=C\c1ccccc1
  1	1	-4	0.5	-1	.	8	1	1	1563
- COc1cccc(NC(=S)NCc2cccs2)c1
  1.1	-5	-9	1.1	3	-5	-3	-2	-3	1586
- N#CCc1ccc(NC(=O)/C=C/c2ccc([N+](=O)[O-])o2)cc1
  1	4	0	1.2	-2	-18	7	3	5	1503
- CC1CCCC(C)N1/N=C/c1ccccc1C(=O)O (centres undefined)
  1	1	-10	1	-5	-4	5	6	8	1742

The closing 2 records of the part above come first, to join the parts.
Results follow in this order: TNAP act hiacc	TNAP inh hiacc	TNAP inh no acc	bIAP act	HMGR II inh	bIAP inhibitor	PPARg SRC2 recr	PPARg SRC1 recr	PPARg SRC-3 ag	TR-FRET SRC-2 ct
- N#CCc1ccc(NC(=O)/C=C/c2ccc([N+](=O)[O-])o2)cc1
  1	4	0	1.2	-2	-18	7	3	5	1503
- CC1CCCC(C)N1/N=C/c1ccccc1C(=O)O (centres undefined)
  1	1	-10	1	-5	-4	5	6	8	1742
- Cc1cc(C)c(C(=O)Nc2cccc(F)c2)c(Cl)n1
  1	1	-10	1	0	5	-2	-7	-2	1501
- Cc1cc(NC(=O)C2CCCN2C(=O)Nc2cccc(Cl)c2)ccc1-n1cnnn1 (centres undefined)
  1	-3	-24	1.1	-3	-9	-2	-4	-3	1408
- Cc1cc(=O)oc2cc(OC(=O)c3ccccc3)ccc12
  1.1	-6	-18	1.2	-5	-16	2	0	-1	1492
- COc1ccc(N(CC(=O)NCCc2ccc(Cl)cc2)S(=O)(=O)c2c(C)[nH]c(=O)[nH]c2=O)cc1
  1	-2	-5	1	7	2	-2	-4	-2	1537
- Cc1nc2cc(C(=O)NCc3ccc4c(c3)OCO4)ccc2n1-c1ccc(Br)cc1
  1.1	-10	-35	0.6	-1	42	5	0	2	1559
- Cc1ccc2cc(CN(Cc3nnnn3C3CCCCC3)CC3CCCO3)c(=O)[nH]c2c1 (centres undefined)
  1.1	-5	-10	0.8	-2	18	4	6	5	1916
- COc1ccc(/C=C(\NC(=O)c2cccs2)C(=O)Nc2ccc(C)cc2)cc1OC
  1.1	-5	-11	1	-2	0	9	9	3	1556
- O=C1C2C3C=CC(C3)C2C(=O)N1/N=C/c1cc(Br)cc([N+](=O)[O-])c1O (centres undefined)
  0.9	13	4	0.8	1	21	3	-3	8	1554
- Cc1cc(C)cc(NC(=O)COC(=O)CCCC2=NS(=O)(=O)c3ccccc3N2)c1
  1	-4	-16	1.1	1	-11	-5	9	2	1613
- CCCCC(=O)NCCc1cc2c(OC)ccc(OC)c2[nH]c1=O
  1.1	-5	-10	1	0	-2	0	2	3	1708
- O=C(C1CCC1)N1CCc2cc(S(=O)(=O)NC3CCCc4ccccc43)ccc21 (centres undefined)
  1.1	-8	-2	0.8	2	18	3	2	-2	1378
- O=C(CSc1nc2ccc(Cl)cc2[nH]1)NC1CCCc2ccccc21 (centres undefined)
  1	0	-31	0.8	-6	23	-1	-8	-2	1490
- COc1cccc(/C=N/NC(=O)C(=O)Nc2ccccc2OC(F)(F)C(F)F)c1
  1	-3	-6	1.3	-10	-27	2	4	6	1607
- O=C(O)COc1ccc(-c2nccc(-c3ccccn3)n2)cc1
  1.1	-8	-14	1.1	1	-9	4	3	-3	1465
- C/C(=N/OCC(=O)Nc1ccccc1)c1cccs1
  1	2	-6	0.9	4	12	-3	5	0	1477
- C[C@@H]1CN(C2CCN(Cc3nc(C(c4ccccc4)c4ccccc4)no3)CC2)C[C@H](C)O1
  1	2	-3	1.1	-3	-7	-10	4	-2	1664
- CCn1c(=O)c2c(nc3n2CC(C)CN3CCc2ccccc2)n(C)c1=O (centres undefined)
  1.1	-6	-7	1.1	-4	-7	7	4	21	1673
- CC1CC(C)(C)NC(=S)N1CCCC(=O)Nc1ccc2c(c1)OCCO2 (centres undefined)
  1	-1	-7	0.9	-7	10	8	-3	1	1866
- CCOc1ccc2c(c1)c1nnc(SCC(=O)N3CCCCC3C)nc1n2C (centres undefined)
  1	-3	-7	1.1	-14	-6	-6	-9	2	1459
- CCOC(=O)C1=C(c2ccccc2)OC(N)=C(C#N)C1c1ccco1 (centres undefined)
  1	4	-14	0.9	-2	9	4	0	-3	1483
- COc1cccc(/C=N/NC(=O)CNC(=O)c2ccc3c(c2)OCCO3)c1O
  1	4	-51	0.9	-6	12	-6	-3	0	1523
- COc1ccccc1N1CCN(C2CCN(C3CCC(c4ccccc4)CC3)CC2)CC1 (centres undefined)
  1	-1	-2	1.1	2	-9	1	0	0	1550
- COc1ccc(N2CCN(C(=O)CCc3c[nH]c4ccccc34)CC2)cc1
  1	-2	-8	1.1	-4	-8	3	1	2	1887
- O=C(/C=C\c1ccco1)Nc1nc(-c2ccc3ccccc3c2)cs1
  1	3	-5	1	-7	4	-9	-2	-7	1272
- O=C(CSc1nnnn1-c1ccccc1)N1CCN(C(=O)c2ccco2)CC1
  1	2	-4	0.9	1	9	4	-1	-5	1502
- COc1nc(N/N=C/c2ccc(C)cc2)nc(N2CCCCC2)n1
  1	5	-6	0.8	-2	18	2	6	1	1832
- O=C(O)/C=C/C(=O)Nc1ccc(OC(F)(F)Cl)cc1
  1	2	-5	1.1	0	-6	1	-4	5	1268
- Cc1ccc(NC(C#N)c2ccccc2OCc2ccccc2)cc1 (centres undefined)
  1	-1	-7	1	4	1	-4	-1	-14	1455
- CCOC(=O)C(C)Sc1nc2c([nH]c3ccccc32)c(=O)n1C (centres undefined)
  1	-3	-10	1.1	0	-8	-3	2	-4	1599
- NS(=O)(=O)c1ccc(NC(=S)NCc2ccc(Cl)cc2)cc1
  1	-1	-1	0.9	0	11	4	-3	30*	1569
- CC(C)OC(=O)CSc1nnc(-c2cnccn2)n1C
  1	-2	-11	0.9	1	6	3	-2	-16	1620
- O=[N+]([O-])/C(N=Nc1ccccc1)=N\Nc1ccccc1
  1.1	-8	-12	1	6	-1	3	5	2	1690
- CCN(CC)c1nc(-c2ccccc2)ncc1S(=O)(=O)c1ccc(C)cc1
  1.1	-7	-3	0.8	-4	19	-4	5	3	1712

Shown tab-delimited: entries from further up
Molecule	TNAP act hiacc	TNAP inh hiacc	TNAP inh no acc	bIAP act	HMGR II inh	bIAP inhibitor	PPARg SRC2 recr	PPARg SRC1 recr	PPARg SRC-3 ag	TR-FRET SRC-2 ct
COc1ccc(N(CC(=O)NCCc2ccc(Cl)cc2)S(=O)(=O)c2c(C)[nH]c(=O)[nH]c2=O)cc1	1	-2	-5	1	7	2	-2	-4	-2	1537
Cc1nc2cc(C(=O)NCc3ccc4c(c3)OCO4)ccc2n1-c1ccc(Br)cc1	1.1	-10	-35	0.6	-1	42	5	0	2	1559
Cc1ccc2cc(CN(Cc3nnnn3C3CCCCC3)CC3CCCO3)c(=O)[nH]c2c1 (centres undefined)	1.1	-5	-10	0.8	-2	18	4	6	5	1916

Reformatted as comma-separated lines: entries from further up.
Compound,TNAP act hiacc,TNAP inh hiacc,TNAP inh no acc,bIAP act,HMGR II inh,bIAP inhibitor,PPARg SRC2 recr,PPARg SRC1 recr,PPARg SRC-3 ag,TR-FRET SRC-2 ct
COc1cccc(/C=N/NC(=O)CNC(=O)c2ccc3c(c2)OCCO3)c1O,1,4,-51,0.9,-6,12,-6,-3,0,1523
COc1ccccc1N1CCN(C2CCN(C3CCC(c4ccccc4)CC3)CC2)CC1 (centres undefined),1,-1,-2,1.1,2,-9,1,0,0,1550

Source: PubChem BioAssay (several laboratories)
